Screening data deposited in PubChem BioAssay by Sanford-Burnham Center for Chemical Genomics.
Hsp70 displacement = Hsp70 inhibitors, probe displacement, primary screen, biochemical, fluorescence polarization (AID 583); one-dose displacement, % at 20 µM; IC50 in µM for titrated hits; hit rate 0.06% among 140,000; Hsp70 fluorescence polarization probe displacement, mP; higher % means a stronger effect; in the data active = displacement above about 50%;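 also: plate controls were vehicle for no effect and reference ligand for full effect; a part of the inactive calls stands beside numbers as strong as those of hits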
MKP-3 inhibition = inhibition of rat DUSP6 enzyme activity – biochemical, in vitro, primary screen (AID 425). recombinant MKP-3 phosphatase activity, fluorescence; higher % means a stronger effect. inhibition, % at 20 µM; hits with a dose series show IC50 in µM. hit rate 0.17% among 110,000; in the data active = inhibition above about 50%;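 also: plate controls were vehicle for no effect and reference inhibitor for full effect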
The depositor's hits bear a star; / = no result given; & = joins results of further samples. This is a subset; rates above refer to the full screens.

SMILES	Hsp70 displacement	MKP-3 inhibition
CS(=O)(=O)N1CCN(C(=O)c2cc(-c3ccccc3)nc3ccccc23)CC1	1.6%	/
O=C1OC(c2ccc(F)cc2)=N/C1=C\c1cccc(Br)c1	-2.9%	2%
CCOC(=O)C1CCCN(c2c(NCCCN(CC)c3ccccc3)c(=O)c2=O)C1 (configuration not stated)	-2.2%	11%
CCC(=O)Nc1ccc(C(=O)CSc2nnc(CNc3ccc(Cl)cc3)o2)cc1OC	1.1%	-8%
CCN1C(=O)/C(=C2\SC(=S)N(c3cc(OC)ccc3OC)C2=O)c2ccccc21	0.0%	5%
O=C(NCCCN1CCOCC1)c1ccc(S(=O)(=O)N2CCOCC2)cc1	-2.5%&3.5%	-10%&0%
O=[N+]([O-])c1ccc(/C(=N/O)c2ccncc2)cc1	/	4%
COc1ccc(NC(=S)NCCc2ccc(Cl)cc2)c(OC)c1	-1.0%	/
Cc1ccc(O)c(N2C(=O)c3ccc(C(=O)c4cccc([N+](=O)[O-])c4)cc3C2=O)c1	1.9%	2%
Cc1cc(NC(=O)/C=C/c2ccccc2Cl)ccc1Br	2.9%	-1%
COc1ccc(C(=O)Nc2ccc(N3CCOCC3)cc2)cc1OC	0.1%&2.9%	-6%&0%
COC(=O)C1=CN(CCCN2CCCC2=O)C=C(C(=O)OC)C1c1ccccc1C(F)(F)F	4.0%	-6%
Cc1nc2nc(C)c(CCC(=O)O)c(C)n2n1	1.1%	/
COc1ccc(Cl)cc1C(=O)Nc1nc(-c2ccc(Cl)cc2Cl)cs1	-5.3%	2%
O=C(Nc1cc(Cl)ccc1Oc1ccccc1)c1cnccn1	0.4%	/
CSc1nc(C)cc(NC(N)=O)n1	-1.2%	-4%
CCc1ccc(NC(=O)/C=C/c2ccc(OC)cc2)cc1	-2.8%	3%
Cc1cc(=O)oc2cc(OC(C)C(=O)N3CCCc4ccccc43)ccc12 (configuration not stated)	-1.1%	-3%
Cc1ccnc(N2C(=O)c3ccccc3C2Nc2ccc3c(c2)OCCO3)c1 (configuration not stated)	-6.6%	-5%
COc1ccc(OC)c(N(CC(=O)NC(C)(C)CO)S(=O)(=O)c2ccccc2)c1	4.6%	0%
CC(C(=O)NC(=O)NC1CCCCC1)N1CCN(c2ccccn2)CC1 (configuration not stated)	6.4%	-2%
Cc1ccc2nc(-c3ccccn3)cc(C(=O)N3CCN(c4ncccn4)CC3)c2c1	-1.2%	4%
O=C(NCCc1cccc(Cl)c1)c1cccc([N+](=O)[O-])c1	-9.0%	3%
CCCCN(CC)Cc1ccc(CNC(=O)Nc2ccc(F)cc2)o1	-1.4%	/
Cc1cccc(OCC(=O)N=Nc2c(O)[nH]c3ccc([N+](=O)[O-])cc23)c1	-4.1%	1%
Cc1c(Cl)cccc1-n1nnnc1-c1cccs1	4.6%	-12%
COC(=O)c1ccc(COc2ccc3c(C)cc(=O)oc3c2)cc1	3.9%	3%
CC(=O)/C(N=Nc1ccc2c(c1)OCCO2)=C(\C)O	2.3%	-2%
CCCSc1nc(C)c(-c2csc(C(C#N)=C3CCCC3)n2)cc1C#N	-6.3%	1%
O=C1OC(c2cccc(F)c2)=N/C1=C\c1cccs1	-2.4%	0%
Cc1ccc(NC(=O)c2oc3ccccc3c2NC(=O)c2ccc3c(c2)OCO3)cc1	-0.2%	-7%
O=C(CSCCc1ccccn1)Nc1ccc(Br)cn1	-4.8%	/
COc1cc(OC)cc(-c2nc(-c3ccc(Br)cc3)no2)c1	-4.1%	-1%
O=C(Nc1ccc2ccccc2c1)C1COc2ccccc2O1 (configuration not stated)	-5.1%	-1%
CC(C)CC(=O)N1CCN(C(=O)c2cccc(F)c2)CC1	2.4%	0%
CCOc1nc(-c2ccccc2)ccc1-c1noc(-c2cccnc2)n1	8.5%	-4%
O=[N+]([O-])c1cccc(N=Cc2ccc[nH]2)c1	-1.2%	-1%
CCCn1c(N)c(N2CCCCC2)c(=O)n(CC(=O)Nc2ccccc2C)c1=O	-4.0%	/
O=C(COC(=O)COc1ccccc1)Nc1ccc(OC(F)(F)F)cc1	-0.7%	/
Cc1cc(C)cc(N(CC(=O)NCc2ccco2)S(=O)(=O)c2ccccc2)c1	2.7%	0%
COc1cccc(C(=O)Nc2cccc3ccccc23)c1	0.0%	5%
COc1ccc(CCNC(=O)C2CC(=O)N(C3CCCCCCC3)C2)cc1OC (configuration not stated)	4.3%	/
Nc1nc2c(ncn2COCCO)c(=O)[nH]1	-1.0%	-2%
CCCCS(=O)(=O)C1CCS(=O)(=O)C1 (configuration not stated)	8.1%	/
COCCN1CCn2c(nc3cc(NC(=O)c4ccc(OC)cc4)ccc32)C1	2.2%	3%
CCc1ccc(-c2csc(NC(=O)C3C4CCC(C4)C3C(=O)O)n2)cc1 (configuration not stated)	-0.3%	2%
COc1ccc(C2C(C#N)=C(N)N3C(=C2C#N)Sc2ccccc23)cc1 (configuration not stated)	-46%	5%
Cc1ccc(CN2C(=O)CCC2C(=O)NC2CCCC2)cc1 (configuration not stated)	-3.2%	-8%
CCOC(=O)c1cnc2cc(-c3cccc(F)c3)[nH]n2c1=O	7.4%	-1%
COC(=O)C(NC(=O)c1ccccc1)=C1CCCCC1	-1.6%	-6%

Further records follow:
SMILES	Hsp70 displacement	MKP-3 inhibition
CCOC(=O)C1=C(CS(=O)(=O)c2ccc(F)c(C)c2)NC(=O)NC1c1ccc(O)c(O)c1 (configuration not stated)	/	2%
COc1ccc(OC)c(NC(=O)CN2C(=O)c3ccccc3S2(=O)=O)c1	1.2%	-4%
O=S(=O)(/C=C/c1ccccc1)Oc1ccccc1	3.2%	/
Oc1ccc(/C=N/Nc2nncc(-c3ccccc3)n2)c(O)c1	7.1%	0%
Cc1onc(-c2c(F)cccc2Cl)c1C(=O)Nc1cccc2nsnc12	-0.8%	-2%
CN(C)S(=O)(=O)c1ccc(NC(=O)Cn2c(-c3ccccc3)noc2=O)cc1	-5.0%	/
CCOP(=O)(c1ccc(N(C)C)cc1)C(O)c1c(Cl)cccc1Cl (configuration not stated)	0.8%	7%
COc1ccc(/C=N\NC(=O)CNc2ccc(C)cc2)cc1Br	0.7%	0%
COC(=O)c1ccc(NC(=S)NC(=O)CCN2C(=O)c3ccccc3C2=O)cc1	-1.1%	3%
CCN1C(=O)C(CC(=O)Nc2c(C)cccc2C)SC1=Nc1ccc(S(N)(=O)=O)cc1 (configuration not stated)	2.5%	/
CC(C)C(NS(=O)(=O)c1cccs1)C(=O)NCc1ccc2c(c1)OCO2 (configuration not stated)	1.8%	-5%
O=C1NC(=S)N/C1=C/c1ccccn1	2.0%	-1%
COC(=O)c1c(NC(=O)CSc2n[nH]c(N)n2)sc(C)c1C	-0.3%	-1%
Cc1ccc(CC2(O)CC(C)N(C)CC2C)c(C)c1 (configuration not stated)	-0.5%	-5%
COc1cc(Br)c(C2C3=C(CC(C)(C)CC3=O)OC3=C2C(=O)CC(C)(C)C3)cc1OC	-4.4%	2%
Cc1cc(NC(=O)CCN2C(=O)/C(=C/c3ccccc3)SC2=S)no1	-0.8%	0%
COC(=O)c1ccc2c(=O)n(CCCCCC(=O)NCc3ccc4c(c3)OCO4)c(=O)[nH]c2c1	3.6%	/
COc1ccc(NC(=O)/C(Cl)=C(/Cl)S(=O)(=O)Cc2ccccc2)cn1	-0.1%	/
c1ccc(CCc2ccccc2-c2nc(-c3ccccn3)no2)cc1	1.8%	-8%
Cc1cccc(OCC(=O)Nc2ccc3c(c2)OCCO3)c1	3.2%	-6%
O=C1CC(c2ccccc2)C(=O)N1c1cccc(O)c1 (configuration not stated)	1.7%	-3%
CC(C)Cc1nnc(NC(=O)CCN2C(=O)c3ccccc3C2=O)s1	-2.5%	-3%
CCOC(=O)c1nnn(-c2nonc2N)c1-c1cccs1	0.5%	6%
CC(C)(C)NC(=O)NC(=O)COC(=O)CCCc1c[nH]c2ccccc12	7.1%	/
COc1ccc(OCC(=O)N/N=C/c2ccc(OC)c(Br)c2)cc1	4.7%	5%
CC(C)Cn1c(N)c(C(=O)COC(=O)c2ccc3ccccc3n2)c(=O)n(C)c1=O	-9.2%	-12%
CCOC(=O)c1c(C)oc2ccc(OCC(=O)c3ccc(Br)cc3)cc12	2.1%	5%
CCOC(=O)c1ccc(-n2c(-c3ccco3)nc3ccccc3c2=O)cc1	3.1%	-7%&-2%
O=C(NCc1ccco1)N1CCCCC1	-5.1%	2%
COc1ccc(NC(=O)c2oc3ccccc3c2NC(=O)COc2ccccc2OC)c(OC)c1	1.4%	-1%
CC(C)OC(=O)CSc1nc2cccnc2n1C1CCCCC1	-7.5%	2%
Cc1noc(C)c1C(=O)NCCCc1ccccc1	2.1%	-3%
O=C(COc1ccc(/C=N/NS(=O)(=O)c2ccccc2)cc1)Nc1ccc(F)cc1	-2.7%	0%
Cn1c(-c2ccccc2)cc2c3no[n+]([O-])c3ccc21	1.6%	4%
CCN1CCN(C(c2cccc(OC)c2)c2sc3nc(C)nn3c2O)CC1 (configuration not stated)	1.5%	4%
CCN1CCN(c2nc3c(C)cccn3c(=O)c2/C=C(\C#N)S(=O)(=O)c2ccc(C)cc2)CC1	2.9%	3%
Cc1nc([N+](=O)[O-])c(Br)n1CC(=O)c1ccc(Cl)cc1	6.5%	/
CS(=O)(=O)c1ccc2nc(NC(=O)c3cccs3)sc2c1	-4.5%	-12%
c1ccc(-c2ccc(-c3cn4c(n3)CCC4)cc2)cc1	-4.9%	/
CC(C)CCNC(=O)c1ccc2nc[nH]c2c1	2.9%	/
CCOc1ccc(-c2nc(N)ncc2-c2ccccc2)c(O)c1	3.1%	-5%
N=c1c(C(=O)NCC2CCCO2)cc2c(=O)n3ccccc3nc2n1Cc1cccnc1 (configuration not stated)	2.5%	-1%
CCCCCCn1c(SCCC)nc2c1c(=O)[nH]c(=O)n2C	-1.9%	-12%
O=C(CSc1nc(-c2ccco2)cc(C(F)(F)F)n1)N1CCN(c2cccc(Cl)c2)CC1	-0.3%	/
COc1ccc(Oc2nnnn2-c2ccccc2)cc1	5.7%	/
CCOC(=O)c1ccccc1NC(=O)CN(c1ccc(OC)cc1)S(=O)(=O)c1ccc(C)cc1	-0.7%	-1%
C=CCOc1c(Cl)cc(C2NC(=O)NC(C)=C2C(=O)OC)cc1Cl (configuration not stated)	-0.1%	1%
CC(C)(C)NC(=O)CSc1nncn1NCc1c(Cl)cccc1Cl	1.1%	/
CCn1c(SCc2nc(-c3ccc(OC)c(OC)c3)no2)nnc1-c1cccs1	-1.9%	-4%
Cc1ccc(OCCn2ccnc2)cc1	4.0%	0%

Going on with the list:
SMILES	Hsp70 displacement	MKP-3 inhibition
Cc1nnsc1C(=O)Nc1cccc(Cl)c1Cl	6.9%	/
COC(=O)c1sc(NC(=O)COc2ccc3ccccc3c2)c(C(N)=O)c1C	0.5%	0%
Cc1nc2ccc3[nH]snc3c2n1	6.1%	-5%
CC(C)(C)N1CC2([N+](=O)[O-])CN(C(C)(C)C)CC([N+](=O)[O-])(C1)C2	10%	/
Cc1ccc(-n2c(-c3ccccc3)cc(=O)nc2C)cc1	1.5%	/
CN(C)/C=N/c1c(C#N)nnn1Cc1ccccc1	1.4%	-3%
CCCC(c1nnnn1Cc1ccc(OC)cc1)N1CCN(c2ccccc2OC)CC1 (configuration not stated)	-0.5%	-6%
Cc1ccccc1N(CC(=O)NC1CCCC1)C(=O)CS(=O)CC(=O)Nc1ccc2c(c1)OCO2 (configuration not stated)	-0.7%	-11%
CCCn1c(SCC(=O)N2CCN(c3ccc(OC)cc3)CC2)nc2c1c(=O)n(C)c(=O)n2C	3.1%	-6%
O=C(N=Nc1c(O)[nH]c2ccccc12)c1ccccn1	0.6%	0%
CCOC1(c2ccccc2)c2ccccc2Oc2ccccc21	1.0%	7%
O=C(CN1C(=O)CCS(=O)(=O)c2ccccc21)Nc1cccc(F)c1	-3.6%	2%
Cc1ccc(CC2CC(=O)N(c3ccc(F)cc3)C2=O)cc1 (configuration not stated)	0.9%	-1%
COCCNC(=O)Cc1cn(C)c2ccccc12	/	-1%
